IMPase Li cell – qHTS Assay for Identifying the Cell-Membrane Permeable IMPase Inhibitors: Potentiation with Lithium. CHO-M1 cells, IP1 TR-FRET (IP-One), carbachol + lithium. 0.35% of 210,000 active. Potency, µM (series often up to 59.4 µM), for the others: at the top dose activity, negative = IMPase inhibition, actives largely listed as inhibitors;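 further: IP1 builds up when IMPase is blocked and the TR-FRET signal falls; potency means the concentration at half of the fitted maximal effect; plate controls were basal vehicle for no effect and high inhibitor control for full effect; nearly all actives have a fitted effect of over 50% in size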
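Test compounds were applied to CHO-M1 cells previously cultured for 16–30 h at 2000 per well. A small lithium amount accompanied them; after 30 min at 37C, IP1 was quantified by TR-FRET.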
SMN2 splice enh – qHTS Assay for Enhancers of SMN2 Splice Variant Expression. Potency, µM (doses to about 46.1 µM), for inactives: at the top dose activity change, positive = activation, hits mostly activators. HEK293 SMN2-luciferase splicing reporter, luminescence, 30-36 h. 2.8% of 210,000 active. AID 1458, 2008; further: potency means the concentration at half of the fitted maximal effect; % of control where 0% means no effect; nearly all actives have a fitted effect of over 55% in size
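HEK293 cells carry an SMN2 […]–luciferase reporter in which exon 7 inclusion puts luciferase in frame. Cells were plated 10-12 h before compound addition, then incubated 30-36 h at 37C. ONE-Glo luminescence was read; sodium butyrate at 4.5 mM final served as control.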
CBFb-RUNX1 inh – qHTS Assay for Compounds Blocking the Interaction Between CBF-beta and RUNX1 for the Treatment of Acute Myeloid Leukemia. 230,000 tested, under 10 active. AlphaScreen CBFb-His/RUNX1-biotin binding, biochemical. AID 1477, 2009. Potency, µM (top dose mostly 59.8 µM), for inactives: top-dose activity, negative = inhibition, most hits filed as inhibitors. Runt-related transcription factor 1 (Homo sapiens) + Core-binding factor subunit beta …; further: % of control where 0% means no effect
Target sequence (Q01196 whole entry, looked up): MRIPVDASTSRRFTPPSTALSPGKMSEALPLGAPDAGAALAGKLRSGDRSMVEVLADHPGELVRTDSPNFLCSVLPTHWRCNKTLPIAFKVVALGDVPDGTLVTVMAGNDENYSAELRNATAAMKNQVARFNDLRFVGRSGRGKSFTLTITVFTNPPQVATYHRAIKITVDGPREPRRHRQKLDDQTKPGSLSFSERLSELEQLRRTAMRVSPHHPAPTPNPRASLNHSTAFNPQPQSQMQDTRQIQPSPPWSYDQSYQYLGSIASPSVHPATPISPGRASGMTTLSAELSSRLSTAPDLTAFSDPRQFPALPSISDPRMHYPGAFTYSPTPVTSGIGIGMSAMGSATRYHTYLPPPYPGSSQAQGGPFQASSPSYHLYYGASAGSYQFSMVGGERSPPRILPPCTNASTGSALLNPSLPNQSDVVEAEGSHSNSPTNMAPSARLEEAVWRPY
Target sequence (Q13951 whole entry, looked up): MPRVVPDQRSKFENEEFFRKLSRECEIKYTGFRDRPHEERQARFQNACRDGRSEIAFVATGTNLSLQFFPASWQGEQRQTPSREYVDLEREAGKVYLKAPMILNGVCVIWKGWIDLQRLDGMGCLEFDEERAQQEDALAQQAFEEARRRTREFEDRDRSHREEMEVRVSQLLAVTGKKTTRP
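His-tagged CBF-beta and biotinylated RUNX1 (30 nM each) were premixed 20 min at room temperature, exposed to compound for 15 min, then given nickel-chelate and streptavidin AlphaScreen beads (50 ng each). After 90 min, AlphaScreen signal was read.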
HTT ATP protect – qHTS Multiplex Assay to Identify Dual Action Probes in a Cell Model of Huntington: Cytoprotection (ATP); 0.14% of 230,000 active; PC12 HTT-Q103 induced, cytoprotection, ATP luminescence, 40 h; Potency, µM (titrated, usually from 56.4 µM), without a hit: cytoprotection (ATP increase), most hits filed as activators;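 further: potency means the concentration at half of the fitted maximal effect; % of control where 0% means no effect; nearly all actives have a fitted effect of over 45% in size; toxic huntingtin expression switched on by the ecdysone agonist tebufenozide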
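Readout: ATPlite luminescence (ATP level). Model: stable PC12, inducible Htt exon1 Q103-GFP. Inducer: tebufenozide, 100 nM final. Compounds: dose series. No G418 in medium.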
HttQ103 aggreg – qHTS Multiplex Assay to Identify Dual Action Probes in a Cell Model of Huntington: Aggregate Formation (GFP). AID 1688, 2009. PC12 HttQ103-GFP aggregates, Acumen cytometry, 40 h. Potency, µM (top dose mostly 46.1 µM), inactives show top-dose activity change, negative = inhibition, actives largely listed as inhibitors. 1.1% of 220,000 active; further: potency means the concentration at half of the fitted maximal effect; on the % scale 0 is the no-effect control and ±100 the full control effect; nearly all actives have a fitted effect of over 60% in size
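Inducible Q103 Huntingtin exon 1–GFP PC12 line, 1500 cells/well in phenol red free DMEM with 5% equine and 5% calf serum. Tebufenozide 100 nM induced expression; compounds titrated; aggregates quantified by cytometry.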
Luc counter – Counterscreen for Luciferase (Kinase-Glo TM) Inhibition | Luciferin 4-monooxygenase (Photuris pensylvanica), Q27757 | Kinase-Glo luciferase, ATP luminescence, 8 min | Potency, µM (highest dose often 38.3 µM), without a hit: at the highest dose activity change, negative = inhibition, usual class: inhibitors | 0.28% of 200,000 active; further: potency means the concentration at half of the fitted maximal effect; on the % scale 0 is the no-effect control and ±100 the full control effect; nearly all actives have a fitted effect of over 60% in size
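Compound is pinned into ATP-containing buffer (10 uM ATP, imidazole pH 7.2, 7 mM MgCl2). Kinase-Glo luciferase reagent is then added. Light output is recorded following an 8-min room-temperature incubation.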
Lamin A splicing – qHTS Assay for Modulators of Lamin A Splicing; 0.01% of 200,000 active; HeLa LMNA splicing GFP/RFP minigene ratio, 48 h; Potency, µM (doses to about 46.1 µM), for inactives: at the highest dose ratio change, negative = inhibition, most hits filed as inhibitors; AID 1487, 2009; active means well fitted inhibition curve with a large enough effect in the signal ratio, with a control signal flat, not every such curve was filed as active; inconclusive means small, poorly fitted or top-dose-only effect, or effect the other way, or a change in a side signal; the % refers to the signal ratio; further: potency means the concentration at half of the fitted maximal effect; on the % scale 0 is the no-effect control and ±100 the full control effect
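Read-out is the ratio of GFP to DsRed2 object intensity, acquired by 488 nm laser-scanning cytometry on HeLa lamin A-EGFP minigene reporter cells. Compound incubation 48 hrs at 37 °C in Opti-MEM with 2% FBS; DMSO 0.5% final.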
The depositor's hits bear a star; ? = inconclusive; nt = no result given; [ ] = dose if it differs, or a comment. Unless noted, the call rests on the fitted dose curve; in most records, active means well fitted curve in the direction sought with a large enough effect; inconclusive means small, poorly fitted or top-dose-only effect, or another doubt; inactive means no such curve, though single readings can be large; an effect the other way counts as inactive or inconclusive.

Every second line gives: IMPase Li cell	SMN2 splice enh	CBFb-RUNX1 inh	HTT ATP protect	HttQ103 aggreg	Luc counter	Lamin A splicing
> CC1CCc2c(C(=O)NCC3CCCO3)csc2C1 (centres undefined)
  ?	11%	14%	-110%[inhibitor]	11%	-3%	22%
> O=S(=O)(NCc1ccccn1)c1ccccc1
  24%[38.3 µM]	-3%	1%	20%	13%	17%	11%
> CC(C)N1CCN(Cc2ccncc2)CC1CCO (centres undefined)
  12%	nt	-2%	-5%[10 µM]	-2%[9.22 µM]	-1%	4%[46 µM]
> CCn1c(CSc2ncccn2)nnc1SCC(=O)N1CCCCC1
  8%	-9%	0%	nt	nt	-2%	nt
> COc1ccc2c(c1)O[C@@H](c1ccc3c(c1)OCO3)[C@H](OC(=O)N[C@H]1CCCc3ccccc31)C2=O
  13%	-4%	-9%	?	nt	5%	nt
> O=C(CSc1nnc(SCc2ccc(Cl)cc2)s1)N/N=C/c1c(Cl)cccc1Cl
  11%	-7%	6%	22%[10 µM]	0%	-1%	-5%
> Cc1cc(C)c(C(CC(=O)c2cccs2)C(C#N)C#N)c(C)c1 (centres undefined)
  8%	?	4%	-15%[10 µM]	16%	2%	?
> CCOC(=O)C1(C)C=C(Nc2cccc(OC)c2)C(=O)N1c1ccccc1 (centres undefined)
  nt	nt	9%	-40%[10 µM]	19%[9.22 µM]	nt	nt
> CCOC(=O)N1CCN(S(=O)(=O)c2cccc3cccnc23)CC1
  -2%[38.3 µM]	-9%	-2%	6%	1%	-3%	-4%
> N#C/C(=C\c1ccc(Cl)cc1Cl)c1n[nH]c(Cn2cncn2)n1
  0%[38.3 µM]	-4%	-2%	11%	-4%	-3%	-5%

The final four compounds of the part before come first, to join the parts.
Every second line gives: IMPase Li cell	SMN2 splice enh	CBFb-RUNX1 inh	HTT ATP protect	HttQ103 aggreg	Luc counter	Lamin A splicing
> Cc1cc(C)c(C(CC(=O)c2cccs2)C(C#N)C#N)c(C)c1 (centres undefined)
  8%	?	4%	-15%[10 µM]	16%	2%	?
> CCOC(=O)C1(C)C=C(Nc2cccc(OC)c2)C(=O)N1c1ccccc1 (centres undefined)
  nt	nt	9%	-40%[10 µM]	19%[9.22 µM]	nt	nt
> CCOC(=O)N1CCN(S(=O)(=O)c2cccc3cccnc23)CC1
  -2%[38.3 µM]	-9%	-2%	6%	1%	-3%	-4%
> N#C/C(=C\c1ccc(Cl)cc1Cl)c1n[nH]c(Cn2cncn2)n1
  0%[38.3 µM]	-4%	-2%	11%	-4%	-3%	-5%
> COc1ccc(CNS(=O)(=O)c2ccc3c(c2)CCN3C(=O)C2CC2)cc1
  26%[38.3 µM]	-27%	-1%	17%	8%[9.22 µM]	2%	?
> CC(C)CCn1nnnc1C(c1ccc(F)cc1)N1CCC(C(N)=O)CC1 (centres undefined)
  26%[38.3 µM]	-16%	3%	-10%[10 µM]	1%	-3%	6%
> COc1ccc(C(=O)NC(=S)NNC(=O)c2c(-c3ccccc3)noc2C)cc1OC
  nt	nt	-13%	-10%[10 µM]	-21%[9.22 µM]	nt	nt
> O=C(Nc1ccc(Cl)c(Cl)c1)C1CC(=O)N(c2ccc(Br)cc2)C1 (centres undefined)
  -2%	-79%[inhibitor]	8%	-23%[10 µM]	-3%	4%	?
> O=C(CSc1ncc(C(F)(F)F)cc1Cl)N1CCN(S(=O)(=O)c2ccc3ccccc3c2)CC1
  27%[38.3 µM]	-22%	-2%	31%	-11%	-2%	-8%
> COc1cccc(-c2nc(-c3ccc(NC(=O)c4cccnc4)cc3)no2)c1
  2%[38.3 µM]	-11%	6%	5%	?	1%	-2%
> Cc1sc2c(c1C)c(=O)n(-c1ccccc1)c1nncn21
  10%[38.3 µM]	0%	8%	-5%	13%	2%	4%
> Cc1ccc(Cn2c(=O)oc3ccccc32)cc1
  4%	2%	10%	-33%	-1%	-4%	5%[9.22 µM]
> COc1ccc(OC)c(-n2c(SC)nnc2-c2c[nH]c3ccccc23)c1
  13%[38.3 µM]	5%	-2%	-17%	12%	18%	-9%
> NNc1nc2c(F)cccc2s1
  3%	9%	-10%	0%[10 µM]	0%	1%	-15%
> Cc1ccc(NC(=O)NC(=O)CSc2nnc(-c3ccc(Cl)cc3Cl)n2N)c(C)c1
  -4%	?	-9%	24%[10 µM]	13%	-9%	-13%
> COc1ccc(-c2n[nH]c(C(F)(F)F)c2-c2cc3ccccc3o2)c(O)c1
  nt	nt	14%	12%[10 µM]	3.5µM*	nt	?
> CCOC(=O)c1ccc(N2CN(CCc3ccccc3)CNC2=S)cc1
  -3%	6%	6%	nt	nt	0%	5%
> CCn1c(SCC(=O)NCCc2ccccc2)nnc1-c1cccs1
  9%[38.3 µM]	-11%	-4%	0%	10%	-7%	1%
> Cc1ccc(N(NC(=O)C(C)(C)O)C(=O)c2ccccc2)cc1C
  nt	nt	3%	-18%	11%	nt	4%
> CCOC(=O)C1CCCN(S(=O)(=O)c2ccc(F)c(C(=O)Nc3ccc(F)c(F)c3)c2)C1 (centres undefined)
  49%[activator][38.3 µM]	-1%	5%	-11%	0%	-1%	?
> CCOc1cc(/C=N/Nc2nc(N3CCCC3)nc(N3CCCC3)n2)ccc1O
  20%	-9%	9%	-13%[10 µM]	?	-3%	-10%
> CSc1nc2sc3c(c2c(=O)[nH]1)CCC(C)C3 (centres undefined)
  -7%[38.3 µM]	7%	6%	1%	15%	6%	6%
> CC(C)=CC1C(C(=O)Nc2ccc(Br)cn2)C1(C)C (centres undefined)
  47%[activator][38.3 µM]	-18%	8%	14%	-4%	-3%	2%
> CCOC(=O)C1(CCOc2ccccc2)CCN(Cc2ccncc2)CC1
  5%	nt	1%	4%[10 µM]	10%[9.22 µM]	-1%	nt
> CC(C)CC(CC(C)C)=NNC(=O)c1ccc2c(c1)OCO2
  6%	4%	-1%	11%[10 µM]	-2%	0%	1%[46 µM]
> CCCCOc1ccc(C(=O)N/C(=C\c2ccc([N+](=O)[O-])cc2)C(=O)OCc2ccco2)cc1
  -1%	-10%	-6%	-8%[10 µM]	5%	-1%	-4%
> NC(=O)c1c(NC(=O)CN2CCOCC2)sc2c1CCC2
  -2%[38.3 µM]	-18%	9%	-16%[10 µM]	5%	4%	?
> Cc1ccc(-n2ncc3c(=O)n(-c4ccc(C)c(C)c4)c(C)nc32)cc1
  36%[38.3 µM]	-69%[inhibitor]	8%	-12%	-26%	3%	-24%
> OCCN1CCN(c2nc3ccccc3nc2-c2ccccc2)CC1
  11%	-16%	8%	-36%[inhibitor]	?	-3%	?
> CC(C)(C)c1nnc(NC(=O)CCn2cnc3ccccc3c2=O)s1
  6%	-7%	1%	nt	nt	-1%	nt
> Cc1ccc(S(=O)(=O)N2CCN(c3ccccn3)CC2)cc1
  nt	nt	7%	1%[10 µM]	8%[9.22 µM]	nt	26%[46 µM]
> Cc1cc(NC(=O)c2ccc(C#N)cc2)n(-c2ccccn2)n1
  0%	10%	11%	-10%[10 µM]	32%	-1%	-22%[46 µM]
> O=c1cc(-c2ccco2)oc2c1ccc1ccccc12
  20%[38.3 µM]	-16%	-29%	-9%	?	-5%	6%
> CCOC(=O)COc1c(OC)cc(Cl)cc1C1NC(=O)NC(C)=C1C(C)=O (centres undefined)
  24%[38.3 µM]	18%	1%	-4%	-19%	-3%	5%
> CCCC1S/C(=N/N=C/c2cccs2)NC1=O (centres undefined)
  -10%[38.3 µM]	-2%	-4%	-16%	-7%	2%	8%
> Cc1ccc(S(=O)(=O)Nc2cccc3ncccc23)cc1
  nt	nt	6%	4%[10 µM]	-2%[9.22 µM]	nt	nt
> C=CCc1c(C)nc(SC)nc1Nc1ccc(C(=O)O)cc1
  -1%[38.3 µM]	12%	8%	-6%[10 µM]	1%	2%	-14%
> COc1ccc(C(=O)NCC(=O)N2CCC(C)CC2)cc1OC
  15%[38.3 µM]	-22%	3%	16%	11%[1.84 µM]	8%	10%
> COc1ccccc1NC(=O)c1ccc(NS(=O)(=O)c2ccc(F)c(Cl)c2)cc1
  3%	2%[1.84 µM]	1%	10%[10 µM]	2%	-1%	?
> COc1ccc(OCCCC(=O)Nc2cccnc2)cc1
  27%[38.3 µM]	4%	1%	5%	7%	-5%	2%
> CC(Nc1ccccc1)c1cc(Cl)ccc1O (centres undefined)
  -1%	-14%	4%	6%[10 µM]	4%	-2%	-12%
> Cn1c(=O)[nH]c(=O)c2c1nc(N1CCN(Cc3ccccc3)CC1)n2CCCc1ccccc1
  34%[activator][38.3 µM]	13%	7%	-38%	23%	-1%	11%
> CCOC(=O)N1CCC(O)(c2cc(C)c(C)cc2C)CC1
  24%[38.3 µM]	-13%	5%	-5%[10 µM]	-4%	-1%	-12%
> CSc1cccc(NC(=O)C(C)Sc2ccc(C)cc2)c1 (centres undefined)
  19%[38.3 µM]	-16%	12%	7%	13%	-4%	0%
> COc1ccc(OC)c(C(=O)COC(=O)c2ccc(C)o2)c1
  -7%[38.3 µM]	-5%	9%	-13%	4%	0%	12%
> CCSc1nc(O)c(C2OC(=O)c3c2ccc(OC)c3OC)c(=O)n1-c1ccccc1 (centres undefined)
  25%[38.3 µM]	3%	2%	7%	4%[9.22 µM]	6%	3%
> CCOC(=O)C(CC)Sc1nnc(COc2ccc(C)cc2)n1-c1ccccc1 (centres undefined)
  25%	-33%[inhibitor]	21%	1%[1.9 µM]	-19%	6%	-10%

Screening results from PubChem BioAssay.
